Compound activity (PubChem)
DTT redox prof: compounds producing H2O2 with reducing agent – biochemical, NIH compound library profiling, artefact control for MLSCN library redox annotation, primary screen. DTT-dependent redox cycling H2O2, phenol red/HRP absorbance; 100% = 100 µM peroxide control, 0% = buffer. activation, % at 10 µM. AID 878. 200,000 compounds, 0.03% hits;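 active = activation of at least 50% relative to the plate's high and low controls in the primary single-dose screen; inactive = activation below 50%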;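 note: compound incubated with DTT at 0.8 mM final as the reducing agent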
Hsp70 act: switches on Hsp70 transcription; HeLa Hsp70 promoter luciferase reporter, luminescence; scaled: vehicle 0, proteasome-inhibitor control 100%; activation, % at 10 µM; 200,000 compounds, 0.04% hits; AID 1203;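 active = activation above the mean across all tested compounds plus 3 SD, cutoff set per campaign, cut at about 5.5% in these data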;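 note: 100% = MG132 at 30 µM as the positive control and 0% = DMSO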
S1P3 antagonist: blocks the human S1P3 receptor; CHO S1P3 NFAT-BLA reporter, FRET fluorescence, antagonist mode; inhibition, % at 4.98 µM; 170,000 compounds, 0.27% hits;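 active = inhibition above the plate cutoff, the mean inhibition of test wells on that plate plus 3 SD, cut at about 28% in these data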;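 note: cells challenged with S1P at its EC80 of 0.8 µM; blue over green emission ratio from cleaved BLA substrate after 4 h stimulation; 0% = S1P-stimulated wells and 100% = unstimulated DMSO-only wells; some compounds past the cut are filed as inactive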
Target sequence (Q99500 whole entry, looked up): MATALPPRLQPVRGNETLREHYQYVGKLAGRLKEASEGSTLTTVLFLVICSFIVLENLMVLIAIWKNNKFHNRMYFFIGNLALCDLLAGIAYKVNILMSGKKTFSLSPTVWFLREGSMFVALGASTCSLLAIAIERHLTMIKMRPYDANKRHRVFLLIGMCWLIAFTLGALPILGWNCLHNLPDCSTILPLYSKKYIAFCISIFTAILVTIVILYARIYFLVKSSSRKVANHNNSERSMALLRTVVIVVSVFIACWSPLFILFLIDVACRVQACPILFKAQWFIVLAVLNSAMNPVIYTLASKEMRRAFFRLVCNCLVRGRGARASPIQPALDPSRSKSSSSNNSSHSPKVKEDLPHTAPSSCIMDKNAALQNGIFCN
PMI act: phosphomannose isomerase (human) activation | P34949 | purified human PMI, coupled resazurin fluorescence, 20 min; active compounds read high; 1 = vehicle control, 0 substrate-free wells | activation factor at 20 µM | 190,000 compounds, 0.005% hits | AID 1214;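 active = activation factor of 2 or more at 20 µM, relative to plate controls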
Target sequence (P34949 whole entry, looked up): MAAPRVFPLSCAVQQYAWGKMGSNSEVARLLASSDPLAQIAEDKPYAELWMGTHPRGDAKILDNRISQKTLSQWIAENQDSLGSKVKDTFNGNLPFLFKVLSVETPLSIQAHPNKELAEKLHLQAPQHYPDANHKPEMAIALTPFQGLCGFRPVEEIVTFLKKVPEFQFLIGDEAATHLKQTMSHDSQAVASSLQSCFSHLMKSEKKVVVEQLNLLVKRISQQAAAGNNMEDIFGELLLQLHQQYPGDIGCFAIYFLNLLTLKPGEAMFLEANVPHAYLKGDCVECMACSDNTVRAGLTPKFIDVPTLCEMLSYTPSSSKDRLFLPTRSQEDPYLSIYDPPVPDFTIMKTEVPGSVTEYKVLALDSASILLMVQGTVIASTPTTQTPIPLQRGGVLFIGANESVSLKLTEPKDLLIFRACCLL
Diaphorase inh: diaphorase inhibition or chemical oxidation counter-screen. diaphorase resazurin-to-resorufin fluorescence, NADH, 16 min; bacterial (C. kluyveri) enzyme, not human. inhibition, % at 20 µM. 190,000 compounds, 0.69% hits;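 active = primary screen inhibition at 20 µM above a set limit, cut at about 50% in these data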;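 note: plate controls were DMSO with full reaction for no effect and wells lacking NADH for full effect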
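Assay system: diaphorase enzyme from Clostridium kluyveri. Quantity: enzyme working solution with 0.14 U/mL diaphorase. Schedule: reaction incubation of 16 min at room temperature. Technique: resorufin fluorescence, excitation 544 nm, emission 590 nm. Controls: No-NADH positive control and DMSO neutral control.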
G6PDH counter: L. mesenteroides G6PDH inhibition counter-screen | inhibition, % at 5 µM | 200,000 compounds, 0.12% hits | Purified L. mesenteroides G6PDH, diaphorase/resazurin coupled fluorescence, 45 min | AID 1020
Lmaj promast: inhibitors of Leishmania major promastigote growth. Leishmania major promastigotes, resazurin fluorescence viability. inhibition, % at 10 µM. 200,000 compounds, 9% hits;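 note: promastigotes grown with compound for 44 hours at 28 °C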
RAM inhibit: inhibitors of the yeast RAM network | 190,000 compounds, 1.8% hits | S. cerevisiae dse1pr::URA3 reporter, 5-FOA growth OD615, 2 d; analog-sensitive cbk1-as2 kinase mutant strain | inhibition, % at 50 µM | AID 868;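 active = inhibition above a set limit, 3 SD over mean compound inhibition, cut at about 8.4% in these data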;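 note: 0% = DMSO-only wells with no growth and 100% = 10 µM 1-NA-PP1 full growth; inhibition rescues growth on 5-FOA so higher OD means more RAM inhibition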
TLR4 MyD88 comp: blocks binding of human TLR4 to MyD88; HeLa CL3-4 TLR4/MyD88 BLA complementation, FRET ratio; 200,000 compounds, 0.18% hits; AID 861; inhibition, % at 8.4 µM; O00206+Q99836; in the data active = inhibition above about 25%;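 note: 0% = vehicle and 100% = reference inhibitor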
PMI act satM6P: increases human PMI activity with near-saturating mannose 6-phosphate; coupled PMI enzyme assay, resazurin fluorescence, 20 min; active compounds read high; 1 = untreated enzyme, 0 = substrate-free blank; activation factor at 20 µM; 190,000 compounds, 0.34% hits; AID 1216;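 active = activation factor of 2 or more at 20 µM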
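assay system = human phosphomannose isomerase with PGI, G6PDH, diaphorase coupling enzymes | quantity = 15 ng/mL PMI | incubation = enzyme reaction with compound 20 min at room temperature | medium = HEPES pH 7.4 buffer with MgCl2 and Tween-20 | compound dosing = one concentration, 20 µM, in 1% DMSO | measured by = Diaphorase-driven resazurin-to-resorufin fluorescence, excitation 544, emission 590 nm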
Diaphorase act: activates diaphorase or chemically reduces, flagging diaphorase assay artifacts. activation factor at 20 µM. Diaphorase/resazurin coupled assay, resorufin fluorescence, 16 min; active compounds read high; 1 = vehicle wells, 0 = NADH-free wells. 190,000 compounds, 0.005% hits. AID 1229;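 active = diaphorase activity raised at least twofold by the compound at 20 µM; inactive = activation factor below 2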
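Material: purified diaphorase enzyme from Clostridium kluyveri / Medium: HEPES pH 7.4 buffer with MgCl2 and Tween 20 / Schedule: enzyme reaction of 16 min at room temperature / Measured by: resorufin fluorescence, excitation 544 nm, emission 590 nm / Evaluation: rise in resorufin formation, marking diaphorase activation or chemical reduction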
* marks the source's active call; other numbers are inactive results; nt = not tested or not shown. Cut-off read from the data, not from the text of the source, unless noted: active = inhibition above about 50%; inactive = the rest.

Values in the order – DTT redox prof, Hsp70 act, S1P3 antagonist, PMI act, Diaphorase inh, G6PDH counter, Lmaj promast, RAM inhibit, TLR4 MyD88 comp, PMI act satM6P, Diaphorase act
> O=S(=O)(c1ccc(OCC(O)CN2CCN(c3ccccc3O)CC2)cc1)N1CCOCC1 (stereo not drawn)
  1.9, -0.1, -10, 0.9, 22, 8, 4, 1.9, -2, 0.7, 0.8
> COc1ccc(OCCCC(=O)NCCc2nc3ccccc3[nH]2)cc1
  -0.2, -0.3, -8, 1.1, -4, 8, 0, 1.6, -5, 0.9, 1
> O=C(NC(NCc1ccccn1)(C(F)(F)F)C(F)(F)F)c1ccco1
  2.2, -0.3, -25, 1, 9, 5, -6, -0.3, 5, 0.9, 0.9
> CCCCc1sc(-c2c(C#N)c(N)nc3c2CCCCC3)cc1[N+](=O)[O-]
  -5.1, 0.0, nt, 0.9, 26, 3, 2, 3.6, 4, 0.9, 0.7
> COc1ccc2cc(S(=O)(=O)NCCCN3CCOCC3)ccc2c1
  1.0, -0.1, nt, 0.9, 16, 5, 89*, 0.6, 9, 1, 0.8
> CCCc1c(O)nc(SCC(=O)NCCc2ccc(OC)c(OC)c2)[nH]c1=O
  3.0, 0.0, -4, 0.9, 8, 13, 22, 1.0, 4, 0.9, 0.9
> COC(=O)COc1cccc(NS(=O)(=O)c2cccc([N+](=O)[O-])c2)c1
  -1.1, -0.3, 2, 0.9, 5, -7, -6, 2.9, -2, 1, 0.9
> O=C(O)CCC(=O)N1CCN(c2nc(-c3ccccc3Cl)c3cc(Br)ccc3n2)CC1
  2.2, 0.2, nt, 1, 12, 4, -3, -1.6, 3, 1.1, 0.9
> COc1ccc(NC(=O)C2CCCCN2N)cc1OCC(C)C (stereo not drawn)
  0.8, -0.4, nt, 1, 8, 14, -6, 1.4, -1, 1, 0.9
> CC1=CC(C)(C)N(C(=O)CCl)c2ccccc21
  -0.9, 0.0, -1, 1, 15, 17, 8, 2.4, 10, 0.9, 0.8
> C=CCC1c2cccc(C(=O)O)c2C(=O)N1c1cccc(OC)c1 (stereo not drawn)
  -0.9, -0.2, 5, 0.9, 14, 23, -13, 0.1, -19, 0.9, 0.9
> Cc1cc(C)nc(SCCC(=O)Nc2cccc3ccccc23)n1
  -4.7, 0.0, nt, 1, 11, 0, 16, -0.4, -9, 1, 0.9
> Cc1cc(C)c(NC(=O)NC2CCCCC2)c(C)c1
  0.1, -0.5, -9, 1, 2, 4, -1, 2.3, 8, 1.1, 1
> CC1CCCCC12NC(=O)N(CC(=O)NC1CCCc3ccccc31)C2=O (stereo not drawn)
  0.2, -0.3, -12, 0.9, 3, 6, -5, -1.3, -4, 1, 1
> Cc1nc2ccccn2c1C(=O)N=Nc1c(O)[nH]c2ccccc12
  -0.3, -0.5, -9, 0.9, 11, 13, -3, 3.0, 0, 1, 0.9
> O=C(NCCN1CCN(C(=O)c2cccs2)CC1)C(=O)Nc1ccc(Br)cc1
  0.6, -0.3, nt, 1, -6, 6, 73*, 0.1, 9, 1.1, 1.1
> CCOC(=O)c1c(C)nc2c3ccccc3ccn12
  -0.7, 0.2, -10, 0.9, 19, -2, 6, -1.1, 4, 0.9, 0.8
> O=S(=O)(c1ccccc1)c1nc(-c2ccccc2)oc1N1CCCC1
  0.1, -0.1, -5, 1.1, -10, 4, -1, 2.9, 2, 1, 1.1
> O=C(O)C12CC3CC(C1)CC(n1ncc(N4CCN(c5ccccc5)CC4)c(Cl)c1=O)(C3)C2
  -0.3, -0.4, -3, 0.9, 3, 10, -6, 1.5, -1, 1, 1
> O=C(COC(=O)C1CCN(S(=O)(=O)c2cccs2)CC1)Nc1ccccc1
  -1.5, 0.0, -22, 1, 10, 6, -1, 3.1, 13, 0.9, 0.9
> COc1ccc(C2=CC(=O)OC3(CCCCC3)O2)cc1
  0.4, 0.0, 7, 0.9, 15, 10, -2, -1.5, -11, 0.9, 0.9
> O=C(/C=C/c1cccc(Cl)c1)NCc1ccncc1
  -0.3, -0.3, 6, 1, 4, 6, -4, 1.7, -25, 1.1, 1
> C=CCN1C2CCCC1CC(NC(=O)Nc1cccc(C(C)=O)c1)C2 (stereo not drawn)
  2.4, -0.2, -29, 1, -4, 10, -2, 0.5, -3, 1, 1
> COc1ccc(C(CNC(=O)c2cccc(N(C)C)c2)N2CCCC2)cc1 (stereo not drawn)
  2.1, -0.1, 4, 1, 5, 0, -1, 0.7, 1, 1, 0.9
> N/C(=N\OC(=O)c1ccc(=O)n(Cc2ccc(Cl)cc2)c1)c1ccccn1
  -0.7, -0.2, -15, 1, 4, -2, 19, 1.1, 3, 0.9, 1
> CCN(CC)C(=O)CSc1ncccc1-c1nc2ccccc2[nH]1
  -0.5, -0.1, 0, 1.1, 14, 4, 3, -0.8, -8, 1.1, 0.9
> O=c1[nH]c(CN2CCN(S(=O)(=O)c3ccc4ccccc4c3)CC2)nc2ccccc12
  0.1, -0.2, 1, 1, -8, 1, -4, 3.1, -11, 1, 1.1
> O=C1C2C3CCCC3=C3CCCC3C2C(=O)N1c1ccc(F)cc1 (stereo not drawn)
  1.7, -0.3, 1, 0.9, 16, 0, -3, 0.9, 9, 0.9, 0.8
> Nc1c(Cl)cc2c(c1Oc1ccccc1)C(=O)c1ccccc1C2=O
  0.1, -0.2, nt, 0.9, 13, 4, 25, 1.9, 12, 1, 0.9
> NC(=O)C1CCN(CC(=O)Nc2ccccn2)CC1
  1.8, 0.1, -1, 0.9, 17, 3, -5, 0.8, -5, 0.9, 0.8
> CC1CCN(C(=O)CSc2nc3ccccc3c(=O)[nH]2)CC1
  -0.4, -0.2, -4, 0.9, 8, 13, -1, 1.7, -8, 0.9, 0.9
> O=C(CN(Cc1ccccc1)S(=O)(=O)c1cccc(C(F)(F)F)c1)NC1CCCCC1
  0.5, -0.4, -8, 0.9, 15, -4, 0, 8.8*, -3, 1, 0.8
> COc1ccccc1OCCC(=O)Nc1cccc(S(=O)(=O)N2CCCCC2)c1
  -0.9, -0.4, -12, 1, 9, 10, 5, 5.5, -14, 1, 0.9
> CCOC(=O)C(C(=O)OCC)N(C#N)c1nc(N(C)C)nc(N(C)C)n1
  -1.6, -0.2, -20, 1, -1, 10, 3, -0.4, -2, 1, 1
> CCn1c(CNc2ccc(Cl)cc2)nnc1SCc1ccccc1
  0.0, -0.1, nt, 1, 16, 6, 16, -0.5, -10, 1, 0.8
> Oc1ccc(Br)cc1C=Nc1ccc2c3c(cccc13)CC2
  0.9, -0.3, -10, 0.6, 67*, 41, 71*, 10*, -3, 0.3, 0.3
> CCN(CC)c1ccc(NC(=O)CN2CCN(S(=O)(=O)c3cc(Cl)ccc3OC)CC2)cc1
  -0.3, -0.1, nt, 1, 11, 1, 54*, -0.6, 2, 1, 0.9
> O=S(=O)(Nc1ccc(S(=O)(=O)N2CCOCC2)cc1)c1ccccc1
  1.4, 0.1, 10, 1, 1, 8, -1, -0.1, 2, 1, 1
> CC(=O)Nc1ccc2nc(-c3ccncc3)[nH]c2c1
  0.8, -0.1, nt, 0.9, -3, 5, 4, 1.6, 10, 0.9, 1
> Cc1ccc([N+](=O)[O-])c2c1C(N1CCCCC1)C(C)(C)O2 (stereo not drawn)
  -2.1, 0.1, -6, 1, 10, 0, 6, -0.1, -7, 1, 0.9
> CN(C(=O)COC(=O)c1cnc(Cl)c(Cl)c1)C1CCS(=O)(=O)C1 (stereo not drawn)
  -0.3, 0.1, 13, 1.1, 0, 0, -1, 0.9, 9, 1.1, 1

Pulled one by one from above (six):
Values in the order – DTT redox prof, Hsp70 act, S1P3 antagonist, PMI act, Diaphorase inh, G6PDH counter, Lmaj promast, RAM inhibit, TLR4 MyD88 comp, PMI act satM6P, Diaphorase act
> O=S(=O)(Nc1ccc(S(=O)(=O)N2CCOCC2)cc1)c1ccccc1
  1.4, 0.1, 10, 1, 1, 8, -1, -0.1, 2, 1, 1
> COc1ccccc1OCCC(=O)Nc1cccc(S(=O)(=O)N2CCCCC2)c1
  -0.9, -0.4, -12, 1, 9, 10, 5, 5.5, -14, 1, 0.9
> Oc1ccc(Br)cc1C=Nc1ccc2c3c(cccc13)CC2
  0.9, -0.3, -10, 0.6, 67*, 41, 71*, 10*, -3, 0.3, 0.3
> CC(=O)Nc1ccc2nc(-c3ccncc3)[nH]c2c1
  0.8, -0.1, nt, 0.9, -3, 5, 4, 1.6, 10, 0.9, 1
> O=C(CN(Cc1ccccc1)S(=O)(=O)c1cccc(C(F)(F)F)c1)NC1CCCCC1
  0.5, -0.4, -8, 0.9, 15, -4, 0, 8.8*, -3, 1, 0.8
> CCn1c(CNc2ccc(Cl)cc2)nnc1SCc1ccccc1
  0.0, -0.1, nt, 1, 16, 6, 16, -0.5, -10, 1, 0.8
